PLK1 PBD inh = inhibitors of human PLK1 polo-box domain binding | Plk1 PBD binding of FITC phosphopeptide, fluorescence polarization | AID 720504 | Potency, µM, for the others: max response, negative = inhibition, usual class: inhibitors | 2.8% of 360,000 active | P53350; note: potency is the fitted concentration of half-maximal effect; series mostly up to about 57 µM; % is set by controls: 0 for no effect and ±100 for the full control effect; nearly all actives have a fitted effect of over 65% in size
Target sequence (P53350 whole entry, looked up, the tested form may be a part): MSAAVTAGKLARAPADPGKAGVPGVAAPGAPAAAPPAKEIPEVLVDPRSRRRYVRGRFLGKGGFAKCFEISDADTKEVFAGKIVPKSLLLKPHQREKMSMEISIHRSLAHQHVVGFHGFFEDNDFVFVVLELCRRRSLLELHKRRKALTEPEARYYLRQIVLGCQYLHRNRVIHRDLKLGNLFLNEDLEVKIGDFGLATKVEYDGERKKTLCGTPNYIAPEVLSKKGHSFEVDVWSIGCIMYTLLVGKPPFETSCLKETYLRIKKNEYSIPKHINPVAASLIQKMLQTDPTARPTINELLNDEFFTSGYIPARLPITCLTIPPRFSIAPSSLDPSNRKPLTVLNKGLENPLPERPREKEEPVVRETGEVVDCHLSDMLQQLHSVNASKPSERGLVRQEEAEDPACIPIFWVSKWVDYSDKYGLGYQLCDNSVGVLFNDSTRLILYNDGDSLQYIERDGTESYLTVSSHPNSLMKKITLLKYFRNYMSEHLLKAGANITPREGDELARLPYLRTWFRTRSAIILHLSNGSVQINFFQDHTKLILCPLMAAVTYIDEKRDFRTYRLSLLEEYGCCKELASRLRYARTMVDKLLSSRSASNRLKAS
PI5P4K alpha inh = inhibitors of human PI5P4K alpha; P48426; PI5P4Kalpha enzyme, ADP-Glo luminescence, 60 min; hits give low values; max response, %; 1.2% of 330,000 active; active = max response of -50% or lower; inconclusive = between -30% and -50%; inactive = -30% or higher; note: value at the top dose of about 77 µM; % is set by controls: 0 for no effect and ±100 for the full control effect
Target sequence (P48426 whole entry, looked up): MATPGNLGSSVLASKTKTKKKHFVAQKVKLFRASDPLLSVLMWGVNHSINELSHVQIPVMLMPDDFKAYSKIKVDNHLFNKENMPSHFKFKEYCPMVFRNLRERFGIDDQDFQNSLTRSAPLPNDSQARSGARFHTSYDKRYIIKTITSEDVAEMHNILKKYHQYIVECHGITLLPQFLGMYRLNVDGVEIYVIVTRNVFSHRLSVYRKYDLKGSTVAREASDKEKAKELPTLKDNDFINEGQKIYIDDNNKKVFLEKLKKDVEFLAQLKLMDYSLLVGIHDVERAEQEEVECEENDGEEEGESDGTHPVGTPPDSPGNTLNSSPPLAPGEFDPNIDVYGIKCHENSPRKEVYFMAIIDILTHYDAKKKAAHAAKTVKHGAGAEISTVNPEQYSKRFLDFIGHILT
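Single end-point luminescence (ADP-Glo) quantified ADP from PI5P4Kalpha turnover; ATP 5 microM final, 1 h at RT, 0.1% CHAPS and 0.28 mM EGTA in HEPES pH 7.4.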
Mm-Cpn inhibitor = blocks the Methanococcus maripaludis chaperonin Mm-Cpn; 0.031% of 330,000 active; AID 504842; purified Mm-Cpn ATPase, ADP Transcreener TR-FRET; Potency, µM (highest dose often 76.9 µM), inactives show at the highest dose activity, negative = inhibition, usual class: inhibitors; note: potency is the fitted concentration of half-maximal effect; % is set by controls: 0 for no effect and ±100 for the full control effect; nearly all actives have a fitted effect of over 80% in size
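Purified archaeal Mm-CPN (25nM final) preincubated 10 min at 37degC with compound, then 10uM ATP for 30 min at 37degC; ADP measured by HTRF Transcreener TR-FRET; buffer 30 mM TRIS pH 7.4, 100mM KCl, 5mM MgCl2, 1mM DTT.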
EPAC1 agonist = agonists of human EPAC1. 0.073% of 360,000 active. EPAC1 agonist qHTS, biochemical assay; response scale: 100% = response to 6.5 mM cAMP. Potency, µM (top dose mostly 154 µM), without a hit: at the top dose activation, hits mostly activators; note: potency is the fitted concentration of half-maximal effect; nearly all actives have a fitted effect of over 60% in size
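EPAC1 100 nM, Rap1B–BODIPY-GDP 250 nM, unlabeled GDP 50 uM; compound titration; 5 min RT; kinetic read ex480/em540 at 5-min intervals ×30 min; data normalized to 6.5 mM cAMP agonist control.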
WRN helicase inh = WRN helicase (human) inhibition | Potency, µM (top dose mostly 114 µM), inactives show at the highest dose activity change, negative = inhibition, usual class: inhibitors | WRN helicase unwinding, fluorescent forked duplex, kinetic | Q14191 | 0.46% of 360,000 active; note: potency is the fitted concentration of half-maximal effect; % is set by controls: 0 for no effect and ±100 for the full control effect; nearly all actives have a fitted effect of over 55% in size
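Enzyme (20 nM final) and test compound sit together 15 min at room temperature before substrate addition. Substrate is a single-forked duplex oligonucleotide (100 nM) labelled with fluorophore and quencher, with 2 mM ATP; helicase unwinding raises red fluorescence, read kinetically.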
EPAC2 antagonist = blocks human EPAC2 exchange factor; EPAC2 GEF exchange of Rap1B-BODIPY-GDP, fluorescence; Potency, µM (doses to about 114 µM), for the others: at the top dose activity, negative = inhibition, usual class: inhibitors; 0.18% of 360,000 active; AID 720708; note: potency is the fitted concentration of half-maximal effect; % is set by controls: 0 for no effect and ±100 for the full control effect; nearly all actives have a fitted effect of over 45% in size; many of its hits are not listed in these tables
EPAC1 antagonist = antagonists of human EPAC1; O95398; EPAC1 GEF assay, Rap1b-BODIPY-GDP exchange fluorescence; Potency, µM (doses to about 115 µM), inactives show at the highest dose activity change, negative = inhibition, actives largely listed as inhibitors; 0.14% of 360,000 active; AID 720709;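 note: potency is the fitted concentration of half-maximal effect; plate controls were vehicle for no effect and positive control for full effect; nearly all actives have a fitted effect of over 50% in size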
CCT chaperon mod = modulators of cytosolic chaperonin (CCT/TRiC) activity; purified chaperonin ATPase assay, HTRF ADP detection, 30 min; activity change, % (no concentration beside the values), hits read low; 0.3% of 360,000 active; in the data active = activity change below about -30%; note: % is set by controls: 0 for no effect and ±100 for the full control effect
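First, chaperonin was dispensed at 40 nM or 20 nM final depending on batch activity. Next, compounds were pinned at 76 uM and ATP added at 10 uM. After 30 min at 37 °C, ADP detection reagents ran 30 min at ambient temperature.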
* = called active by the depositor; ? = inconclusive; nt = no result given; & = joins results of further samples; [ ] = another dose, or the depositor's remark. Unless noted, calls come from the whole dose curve; as a rule, active = well fitted curve in the direction sought with a large enough effect; inconclusive = small, poorly fitted or top-dose-only effect, or another doubt; inactive = no such curve, though single readings can be large; an effect the other way counts as inactive or inconclusive. A portion of the library, so the mix of outcomes need not match the whole.

1: Cc1ccc2c(c1)C1CN(C)CCC1N2C(=O)Nc1cccc(Cl)c1 (centres undefined)
2: COC(=O)C1=C(c2cccc(C#N)c2)C[C@@H]2CC[C@H]1N2C(=O)NC1Cc2ccccc2C1
3: CCN1CCN(c2ccc(NC(C)=O)cc2Cl)CC1
4: Cc1ccccc1-n1c(O)c(/C=N/Nc2nc3c(c(=O)n(C)c(=O)n3C)n2C)c(=O)[nH]c1=S
5: O=C1NC(=O)C(CCc2ccncc2)(Cc2cccc(Cl)c2Cl)C(=O)N1c1ccc(Br)cc1 (centres undefined)
6: Cc1nn(CC(C)C)c(Cl)c1C(=O)NC1CCCCC1
Compound,1,2,3,4,5,6
PLK1 PBD inh,-6%,-16%,-5%,-9%,-16%,-2%
PI5P4K alpha inh,nt,2,-6,-27,1,-1
Mm-Cpn inhibitor,3%[15.4 µM],3%,3%,0%,7%,2%
EPAC1 agonist,6%,0%,-6%,-3%,2%,-21%
WRN helicase inh,-9%,7%,0%,-32%,-16%,-1%
EPAC2 antagonist,0%,-14%,6%,-2%,-4%,1%
EPAC1 antagonist,7%,-25%,18%,5%,-7%,-21%
CCT chaperon mod,-2.5,0.8,-0.3,1.0,2.0,2.2

7: CNC(=O)c1cccn(Cc2ccc(C(F)(F)F)cc2)c1=O
8: COC(=O)C(c1ccccc1)N1CCCCCC1 (centres undefined)
9: O=C(Cc1ccccc1)N1CCN(CC2CC=CCC2)CC1 (centres undefined)
10: Cn1c(O)c(C=Nc2ccc(N3CCOCC3)cc2)c(=O)n(C)c1=S
11: CCC1=Nc2cc(C(=O)N3CCC4(CC3)OCCO4)ccc2Sc2ccc(Br)cc21
12: O/N=C1/C(=C\c2ccccc2)N2CCC1CC2
Compound,7,8,9,10,11,12
PLK1 PBD inh,-3%,-2%,-9%,-19%,-6%,-7%
PI5P4K alpha inh,1,-6,-2,1,11,nt
Mm-Cpn inhibitor,-1%,nt,0%,-5%,-2%,1%
EPAC1 agonist,-8%,0%,4%,0%,9%,0%
WRN helicase inh,-9%[57.1 µM],-13%,-4%,2%,-3%,4%
EPAC2 antagonist,11%,13%,-1%,64%[activator],-20%,5%
EPAC1 antagonist,-8%,-3%,-16%,21%,-2%,6%
CCT chaperon mod,0.4,2.8,-5.3,1.4,1.6,2.2

The final 2 compounds of the part before lead into the next.
11: CCC1=Nc2cc(C(=O)N3CCC4(CC3)OCCO4)ccc2Sc2ccc(Br)cc21
12: O/N=C1/C(=C\c2ccccc2)N2CCC1CC2
13: CCN(CC)c1ccc(N=Cc2c(O)n(Cc3ccccc3)c(=O)[nH]c2=O)cc1
14: O=[N+]([O-])c1cnc[nH]1
15: CCOC(=O)CC(NC(=O)C(Cc1ccc(N(CCCl)CCCl)cc1)NC(C)=O)C(=O)OCC (centres undefined)
16: COC(=O)C1=C(c2ccccc2OCc2ccccc2)C[C@@H]2CC[C@H]1N2C(=O)NCCOc1ccccc1Cl
17: COc1ccc(-c2cc(=NCCCCCC(=O)O)c3cc(C)ccc3o2)cc1
18: CC(C)OC(=O)C1C2c3ccccc3C(c3ccccc32)C1C(=O)O (centres undefined)
Compound,11,12,13,14,15,16,17,18
PLK1 PBD inh,-6%,-7%,-17%&-7%,-13%,6µM*,-3%,-9%&-13%,-14%
PI5P4K alpha inh,11,nt,0,1,?,12,-1&2,5
Mm-Cpn inhibitor,-2%,1%,-10%&-4%,-2%,1%,-2%,-10%,-2%
EPAC1 agonist,9%,0%,13%&6%,-3%,-3%,9%,-4%&10%,4%
WRN helicase inh,-3%,4%,-12%&-3%,7%,-25%,-7%,-11%&-1%,-2%
EPAC2 antagonist,-20%,5%,44%&7%[activator],8%,4%,-4%,?,3%
EPAC1 antagonist,-2%,6%,17%&4%,5%,2%,-6%,-1%&-29%,-8%
CCT chaperon mod,1.6,2.2,0.3&0.7,-1.0,2.3,-0.5,-5.2&-1.2,-0.2

19: O=[N+]([O-])/C=C1\NCCN1Cc1ccc(Cl)nc1
20: OCCCCO
21: Cc1ccc([C@H]2C[C@@H](O)[C@H](n3cc(COC(=O)c4ccccc4)nn3)CN2C(=O)C2CCCCC2)cc1
22: COC(=O)C1=C(c2ccc(F)cc2OCc2ccccc2)C[C@@H]2CC[C@H]1N2C(=O)NCc1cccc(F)c1
23: Cc1ccc(-n2c(=S)[nH]c3ccc(C)cc3c2=O)cc1
24: CN1CCN(c2ccc([N+](=O)[O-])cc2Cl)CC1
Compound,19,20,21,22,23,24
PLK1 PBD inh,?,-5%,-6%,21µM*,1%,-19%
PI5P4K alpha inh,-8&0,3,1,-1,0,-1
Mm-Cpn inhibitor,1%&1%,1%,nt,1%,nt,1%
EPAC1 agonist,2%&2%,2%,-8%,10%,-12%,-5%
WRN helicase inh,6%&-7%,-3%,-1%,-9%,-4%,-6%
EPAC2 antagonist,9%&-1%,-7%,-22%,-12%,0%,-17%
EPAC1 antagonist,4%&-4%,-4%,-7%,-7%,1%,-28%
CCT chaperon mod,-3.5&1.4,-0.6,0.6,-0.2,1.3,-1.8

A second format for part of the listing above.
# | SMILES | PLK1 PBD inh | PI5P4K alpha inh | Mm-Cpn inhibitor | EPAC1 agonist | WRN helicase inh | EPAC2 antagonist | EPAC1 antagonist | CCT chaperon mod
20 | OCCCCO | -5% | 3 | 1% | 2% | -3% | -7% | -4% | -0.6
19 | O=[N+]([O-])/C=C1\NCCN1Cc1ccc(Cl)nc1 | ? | -8&0 | 1%&1% | 2%&2% | 6%&-7% | 9%&-1% | 4%&-4% | -3.5&1.4
22 | COC(=O)C1=C(c2ccc(F)cc2OCc2ccccc2)C[C@@H]2CC[C@H]1N2C(=O)NCc1cccc(F)c1 | 21µM* | -1 | 1% | 10% | -9% | -12% | -7% | -0.2

Next results:
25: Cn1ccnc1P(=S)(c1nccn1C)N1CCOCC1
26: CCOC(=O)C1(c2ccccc2)CCN(CC(O)c2ccc(NC(C)=O)cc2)CC1 (centres undefined)
27: O=C1/C(=C\c2ccc([N+](=O)[O-])cc2)N2CCC1CC2
28: CCCCOCCCN1C(C)=CC(=C2C(=O)NC(=S)NC2=O)C=C1C
29: COC(=O)C1=C(c2cccc(OCc3ccccc3)c2)C[C@@H]2CC[C@H]1N2C(=O)NCCCOC(C)C
30: O=C(Nc1ccccc1)N1Cc2ccccc2-n2nncc2C1
Compound,25,26,27,28,29,30
PLK1 PBD inh,27µM*,-6%,-7%,-24%,-6%,-12%
PI5P4K alpha inh,nt,-3,-10,0,1,1
Mm-Cpn inhibitor,-23%,nt,-1%,0%,2%,nt
EPAC1 agonist,-2%,7%,4%,6%,1%,-5%
WRN helicase inh,3%,9%,-25%[57.1 µM],1%,-3%,4%
EPAC2 antagonist,5%,3%,2%,1%,-19%,-9%
EPAC1 antagonist,13%,2%,-17%,-12%,-7%,-3%
CCT chaperon mod,-2.5,-3.2,-2.4,-2.9,-1.5,-0.6

31: COc1ccc(CC2(CCc3ccncc3)C(=O)NC(=O)NC2=O)cc1
32: COc1ccc(OC)c(-n2c(O)c(C=NCCN3CCNCC3)c(=O)[nH]c2=S)c1
33: CCOC(=O)Cn1cc([N+](=O)[O-])nc1[N+](=O)[O-]
34: CCN1C[C@]2(COC)CC[C@H](OC)[C@@]34C1[C@]1(OCO[C@@]15C[C@H](OC)[C@H]1C[C@@H]3[C@@H]5[C@H]1OC)[C@@H](O)[C@H]24
35: Cc1ccc(NC(=O)Cn2c(=O)oc3ccccc32)cc1C
36: Cc1ccc(S(=O)(=O)NP(=O)(Oc2ccccc2)Oc2ccccc2)cc1
Compound,31,32,33,34,35,36
PLK1 PBD inh,-3%,-2%,-9%,-2%,21µM*,-14%
PI5P4K alpha inh,-2,6,2,2,0,nt
Mm-Cpn inhibitor,0%,1%,2%,-1%,2%,0%
EPAC1 agonist,4%,12%,2%,-2%,-3%,-1%
WRN helicase inh,-20%,-5%,4%,-2%,-27%,-5%[57.1 µM]
EPAC2 antagonist,-5%,-2%,11%,-8%,1%,-3%
EPAC1 antagonist,-8%,15%,9%,-23%,-1%,-4%
CCT chaperon mod,-2.4,-0.4,1.6,1.6,-1.1,-5.0

37: CC(=O)OC1C=CC2[C@H]3Cc4ccc(O)c5c4[C@@]2(CCN3C)C1O5 (some centres undefined)
38: CC(=O)O[C@@]12CO[C@@H]1C[C@H](OC1OCC(O)C(O)C1O)[C@@]1(C)C(=O)[C@H](O)C3=C(C)[C@@H](OC(=O)[C@H](O)[C@@H](NC(=O)c4ccccc4)c4ccccc4)C[C@@](O)([C@@H](OC(=O)c4ccccc4)C12)C3(C)C (some centres undefined)
39: Cc1cc(C(=O)CN2CCCC2)c(C)n1-c1ccc(F)cc1
40: COc1cc(CN2CCCC(C(=O)c3sccc3C)C2)cc(Cl)c1O (centres undefined)
41: O=C(Nc1ccccc1)NC1CC2CCC(C1)N2 (centres undefined)
42: CCCCCCn1c(O)c(C=NCCN2CCOCC2)c(=O)[nH]c1=O
Compound,37,38,39,40,41,42
PLK1 PBD inh,-3%,-6%,-8%,-13%,-6%,-10%
PI5P4K alpha inh,3,-1,0,2,0,2
Mm-Cpn inhibitor,-1%,-1%,-3%,2%,3%,-1%
EPAC1 agonist,-18%,-16%,2%,17%,3%,12%
WRN helicase inh,11%,-3%,3%,-12%,-3%,4%
EPAC2 antagonist,20%,-17%,6%,1%,4%,6%
EPAC1 antagonist,9%,-19%,13%,6%,4%,-24%
CCT chaperon mod,-0.1,0.7,-0.6,1.0,-2.1,-15

43: CC1CCCCN1CC(=O)c1ccc2cc[nH]c2c1 (centres undefined)
44: N#CC1(c2ccccc2)CCN(C2CC(=O)N(c3cccc(F)c3)C2=O)CC1 (centres undefined)
45: O=C(CSC1c2ccccc2-c2ccccc21)N/N=C/c1ccccc1C(=O)O
46: c1ccc2c3c([nH]c2c1)C1(CCNCC1)NCC3
47: Brc1ccc(Oc2cc(Br)c(Br)cc2Br)c(Br)c1
48: CCc1nc2ccccc2c(=O)n1-c1ccc2ccccc2c1
49: CCCCCCC(=O)c1c(O)n(-c2ccccc2OC)c(=O)[nH]c1=O (tested in a mixture with another compound)
Compound,43,44,45,46,47,48,49
PLK1 PBD inh,-12%,-7%,?,-9%,-1%,-4%,-5%
PI5P4K alpha inh,-8,-6,-3,-9,14,1,7
Mm-Cpn inhibitor,-1%,-2%,1%,-5%,-1%,-3%,-3%
EPAC1 agonist,-4%,14%,-3%,4%,9%,4%,3%
WRN helicase inh,-6%,-10%,5%,-6%,-11%,2%,-28%
EPAC2 antagonist,5%,3%,1%,6%,?,-9%,-5%
EPAC1 antagonist,11%,-19%,8%,-8%,1%,-1%,-1%
CCT chaperon mod,1.2,-2.0,1.4,-2.0,1.0,-2.7,-1.8

Bioassay records deposited in PubChem BioAssay by National Center for Advancing Translational Sciences (NCATS).
